Screening data from PubChem.
IL-1B inflam inh: qHTS for Inhibitors of Inflammasome Signaling: IL-1-beta AlphaLISA Primary Screen; THP-1 LPS/ATP IL-1B secretion, AlphaLISA, 16 h; hits give low values; activity change, % at 57.5 µM; 4.7% of 360,000 active; AID 743279, 2014; in the data active means activity change below about -50%; inconclusive means mostly about -30% to -49%; further: on the % scale 0 is the no-effect control and ±100 the full control effect
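THP-1 cells pretreated 1 hr with compounds (up to 57.5 uM final), then stimulated with LPS (250 ng/mL final) plus ATP (1.25 mM final); secreted IL-1B measured by AlphaLISA after 16 hr, decreased signal indicating inhibition.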
HT1080NT lethal: qHTS for induction of synthetic lethality in tumor cells producing 2HG: qHTS for the HT-1080-NT fibrosarcoma cell line. HT-1080-NT fibrosarcoma viability, CellTiter-Glo ATP luminescence, 48 h. Potency, µM (titrated, usually from 46.1 µM), for inactives: at the highest dose activity, negative = less viability, usual class: cytotoxic. 1.6% of 360,000 active;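 further: NT is the 2HG producing partner of a matched IDH1 knockdown line; potency means the concentration at half of the fitted maximal effect; 0% = DMSO-treated cells and -100% = media-only wells without cells; nearly all actives have a fitted effect of over 55% in size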
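Compounds were tested in concentration-response format on HT-1080-NT cells for 48 hours at 37 degrees C. Cell viability came from CellTiter-Glo luminescence; curves were classified by r2, response magnitude and activity.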
SW480 rerep: A quantitative high throughput screen for small molecules that induce DNA re-replication in SW480 colon adenocarcinoma cells; SW480 DNA re-replication, Hoechst DNA content imaging, 48 h; Potency, µM (doses to about 46.1 µM), for inactives: top-dose re-replication activation, usual class: activators; 1.8% of 340,000 active; further: potency means the concentration at half of the fitted maximal effect; % of control where 0% means no effect; nearly all actives have a fitted effect of over 55% in size
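DNA re-replication was detected as more nuclei of elevated Hoechst intensity after 48 hr exposure to compound (23 nL pinned per well of 250 cells).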
KB-3-1 tox: qHTS assay for MDR1-selective chemotherapeutics: Primary screen using the parental adenocarcinoma cell KB-3-1; KB-3-1 viability, CellTiter-Glo ATP luminescence, 72 h; Potency, µM (highest dose often 46.1 µM), inactives show at the top dose activity change, negative = cytotoxic, actives largely listed as cytotoxic; 1.4% of 400,000 active; further: potency means the concentration at half of the fitted maximal effect; on the % scale 0 is the no-effect control and ±100 the full control effect; nearly all actives have a fitted effect of over 60% in size
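Parental KB-3-1 adenocarcinoma cells in phenol-red-free DMEM with 10% FBS were pin-treated with compounds at several concentrations, incubated 72 h at 37 °C, and viability read by CellTiter-Glo luminescence; concentration-effect curves were fitted after normalization.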
KB-V1 MDR tox: qHTS assay for MDR1-selective chemotherapeutics: Primary screen using the drug-selected MDR subline cells KB-V1 | KB-V1 MDR cells viability, CellTiter-Glo, 72 h | 3.4% of 400,000 active | Potency, µM (highest dose often 46.1 µM), for the others: top-dose activity change, negative = cytotoxicity, hits mostly cytotoxic; further: potency means the concentration at half of the fitted maximal effect; on the % scale 0 is the no-effect control and ±100 the full control effect; nearly all actives have a fitted effect of over 60% in size
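Compound-treated KB-V1 multidrug-resistant cells, 72 h, 37 degrees C; viability by CellTiter-Glo. Fitted qHTS curves give the values.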
D3 ag: qHTS of D3 Dopamine Receptor Agonist: qHTS | D3R DiscoveRx beta-arrestin cells, luminescence, 90 min | 0.58% of 410,000 active | D(3) dopamine receptor (Homo sapiens), P35462 | AID 652048, 2013 | max activation, %; in the data active means max activation above about 30%; further: 0% is about no effect; mostly tested at two doses, the higher about 12 µM
Target sequence (P35462 whole entry, looked up): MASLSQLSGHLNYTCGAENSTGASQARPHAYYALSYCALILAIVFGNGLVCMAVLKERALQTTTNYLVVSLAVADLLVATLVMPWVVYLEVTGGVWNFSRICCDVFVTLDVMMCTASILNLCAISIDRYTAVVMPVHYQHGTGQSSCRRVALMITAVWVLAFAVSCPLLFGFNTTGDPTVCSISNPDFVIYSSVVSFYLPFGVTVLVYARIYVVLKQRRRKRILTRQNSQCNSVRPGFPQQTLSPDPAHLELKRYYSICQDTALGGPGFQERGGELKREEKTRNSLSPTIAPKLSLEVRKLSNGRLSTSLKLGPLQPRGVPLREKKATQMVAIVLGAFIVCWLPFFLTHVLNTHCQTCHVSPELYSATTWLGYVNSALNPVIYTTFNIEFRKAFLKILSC
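Agonist-mode cell screen: cells plated at 1500/well and incubated overnight at 37 °C, then exposed to library compounds for 90 min at 37 °C. Detection reagent was added for 30–60 min at room temperature, and luminescence was read.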
MCF10A rereplic: A quantitative high throughput screen for small molecules that induce DNA re-replication in MCF 10a normal breast cells; MCF 10A DNA re-replication, Hoechst nuclear intensity, 48 h; Potency, µM (doses to about 46.1 µM), without a hit: at the top dose activity, positive = re-replication, hits mostly activators; 2.9% of 350,000 active; AID 624296, 2012; further: potency means the concentration at half of the fitted maximal effect; % of control where 0% means no effect; nearly all actives have a fitted effect of over 50% in size
HT1080 IDH1KD tx: qHTS for induction of synthetic lethality in tumor cells producing 2HG: qHTS for the HT-1080-IDH1KD cell line; 2% of 360,000 active; HT-1080 IDH1 knockdown viability, ATP luminescence, 48 h; Potency, µM (titrated, usually from 46.1 µM), without a hit: at the top dose activity, negative = toxicity, actives largely listed as cytotoxic;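 further: potency means the concentration at half of the fitted maximal effect; 0% = DMSO wells and -100% = cell-free medium wells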
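Using the IDH1-knockdown HT-1080 line run in the same batch and compound series as the NT line, viability after 48 h at 37 °C was determined by CellTiter-Glo luminescence and expressed as % activity.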
HEK293 tox: qHTS of GLP-1 Receptor Inverse Agonists: Cytotox Screen | HEK293 cAMP-luciferase reporter cells, luminescence, 24 h | Potency, µM (titrated, usually from 38.3 µM), for inactives: top-dose activity change, negative = inhibition, hits mostly inhibitors | 0.13% of 410,000 active | AID 624418, 2012;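 further: loss of luciferase light is scored as toxicity; potency means the concentration at half of the fitted maximal effect; on the % scale 0 is the no-effect control and ±100 the full control effect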
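Step one: seed cells (200 cells/uL, DMEM with 10% Nu serum, 1% pen-strep). Step two: 12-hour incubation at 37 deg C. Step three: pin 23 nL compound, incubate 24 hr. Step four: add luciferase reagent, read luminescence 12 min later.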
Numbers without * were called inactive; ? = inconclusive; . = no result given; [ ] = remark or other dose. Unless noted, the call rests on the fitted dose curve; in most records, active means well fitted curve in the direction sought with a large enough effect; inconclusive means small, poorly fitted or top-dose-only effect, or another doubt; inactive means no such curve, though single readings can be large; an effect the other way counts as inactive or inconclusive.

entry | SMILES | IL-1B inflam inh | HT1080NT lethal | SW480 rerep | KB-3-1 tox | KB-V1 MDR tox
1 | COc1ccc(-c2nc(CS(=O)CC(=O)N3CCCC3)c(C)o2)cc1 (stereo unspecified) | 32 | 12% | -7% | 6% | -4%
2 | COc1ccccc1C(=O)Nc1ccccc1N1CCCCC1 | -28 | -5% | ? | 0% | -13%
3 | Nc1c(C(=O)CSc2nnnn2-c2ccccc2)c(=O)[nH]c(=O)n1C1CC1 | 28 | 7% | -3% | 9% | 22%
4 | Cc1cccc(C(=O)NC(=S)NNC(=O)Cc2ccccc2)c1 | 42 | ? | -2% | ? | 0%
5 | O=C(NCc1ccc(F)cc1)c1cccnc1C(=O)O | 24 | 16% | -4% | 3% | 11%
6 | Cn1c(=O)c2c(nc(CN3CCC(C(N)=O)CC3)n2Cc2ccccc2Cl)n(C)c1=O | 20 | 0% | 0% | 1% | -2%
7 | CCn1c(NC(=S)Nc2ccccc2)nc2ccccc21 | -9 | ? | 2% | 1% | 1%
8 | C[C@@H]1CC[C@@]2(OC1)O[C@H]1C[C@H]3[C@@H]4CC=C5C[C@@H](O)[C@H](O)C[C@]5(C)C4CC[C@]3(C)[C@H]1[C@@H]2C (stereo partly specified) | 5 | -2% | -2% | -1% | -9%
9 | COc1ccc(/C=N/Nc2ncccc2[N+](=O)[O-])c(OC)c1 | -17 | -10% | -13% | -18% | ?
10 | CN(C)S(=O)(=O)c1cccc(C(=O)NCCc2ccccc2)c1 | -2 | 2% | -6% | 3% | -6%
11 | COc1ccc2c(c1)CC=C1C2CCC2(C)C(=O)C(=NO)CC12 (stereo unspecified) | -88* | -11% | ? | ? | -14%
12 | CCC(CC)c1nnc(NC(=O)C2CC(=O)N(CCc3ccc(OC)c(OC)c3)C2)s1 (stereo unspecified) | 18 | -9% | -7% | -4% | 6%

entry | D3 ag | MCF10A rereplic | HT1080 IDH1KD tx | HEK293 tox
1 | -2 | -3% | 12% | -2%
2 | -7 | ? | -15% | 0%
3 | 12 | -2% | -4% | -13%
4 | 9 | 17% | ? | 24%
5 | -12 | 6% | 17% | 7%
6 | 6 | 0% | 9% | -16%
7 | 6 | -183%[0.0737 µM] | -14% | -7%
8 | 2 | 4% | 0% | 9%
9 | -3 | 21% | -1% | 1%
10 | -1 | -1% | 8% | 13%
11 | 5 | ? | -1% | 5%
12 | 1 | 10% | 2% | -1%

The list continues:
entry | SMILES | IL-1B inflam inh | HT1080NT lethal | SW480 rerep | KB-3-1 tox | KB-V1 MDR tox
13 | Cc1csc(N2CCCC2c2nc3cc(Cl)c(N4CCCCC4)cc3n2CCCO)n1 (stereo unspecified) | -16 | -3% | 3% | -22% | 18%
14 | COc1ccc(OC)c(NC(=O)C(C)Oc2ccc(Br)cc2)c1 (stereo unspecified) | 1 | 1% | -3% | 8% | -7%
15 | O=C(CN1C(=O)C2(SCC(=O)N2c2cccc(F)c2)c2ccccc21)NCCc1ccccc1 (stereo unspecified) | . | . | . | 2% | -31%
16 | O=C(NCC(=O)N1CC=C(c2ccccc2)CC1)c1ccc(F)cc1 | -3 | 3% | 3% | -2% | 2%
17 | Cc1ccccc1C(=O)Nc1cccc(NC(=O)c2cccnc2)c1 | 13 | -1% | 0% | -7% | -20%
18 | CC(=O)N1CCN(C(=O)c2ccc(S(=O)(=O)Nc3ccccc3F)cc2)CC1 | 15 | -4% | -13% | -6% | ?
19 | CCc1ccc(CNc2ccc(N3CCN(C(C)=O)CC3)cc2)cc1 | -4 | -3% | 12% | -14% | ?
20 | CC(Sc1ccc(S(=O)(=O)N2CCOCC2)cc1[N+](=O)[O-])C(=O)O (stereo unspecified) | 3 | 23% | -1% | 0% | 24%
21 | Cc1ccccc1NS(=O)(=O)c1cc(OCC(N)=O)c(C)cc1Cl | 46 | -3% | -5% | -11% | -3%
22 | COc1ccccc1CNc1nc(C)c(C(=O)N(C)C)s1 | 38 | 15% | -4% | 3% | 0%
23 | CCCn1c(=O)c2ccccc2n2c(SCc3nc4ccccc4s3)nnc12 | 24 | -3% | 5% | 3% | -15%
24 | CN(C(=O)CN(C)S(=O)(=O)c1ccc(F)cc1)c1c(N)n(Cc2ccccc2)c(=O)[nH]c1=O | 10 | -2% | -1% | 0% | 19%

entry | D3 ag | MCF10A rereplic | HT1080 IDH1KD tx | HEK293 tox
13 | -30 | -3% | -16% | 3%
14 | 4 | 1% | -5% | -2%[7.66 µM]
15 | -2 | . | . | -9%
16 | 4 | 0% | 3% | 1%
17 | 2 | 1% | 0% | 8%
18 | -17 | 14% | -1% | 6%
19 | 4 | 23% | ? | 7%
20 | -9 | -3% | 13% | -20%
21 | 0 | -8% | 1% | 4%
22 | 5 | 16% | 3% | -12%
23 | 8 | 19% | 27% | 1%
24 | -2 | 0% | 3% | 3%

Complete entries as entered above:
Listed for `COc1ccc(OC)c(NC(=O)C(C)Oc2ccc(Br)cc2)c1` (stereo unspecified) → IL-1B inflam inh: 1; HT1080NT lethal: 1%; SW480 rerep: -3%; KB-3-1 tox: 8%; KB-V1 MDR tox: -7%; D3 ag: 4; MCF10A rereplic: 1%; HT1080 IDH1KD tx: -5%; HEK293 tox: -2%[7.66 µM]
Listed for `CCCn1c(=O)c2ccccc2n2c(SCc3nc4ccccc4s3)nnc12` → IL-1B inflam inh: 24; HT1080NT lethal: -3%; SW480 rerep: 5%; KB-3-1 tox: 3%; KB-V1 MDR tox: -15%; D3 ag: 8; MCF10A rereplic: 19%; HT1080 IDH1KD tx: 27%; HEK293 tox: 1%
Listed for `Cc1ccccc1C(=O)Nc1cccc(NC(=O)c2cccnc2)c1` → IL-1B inflam inh: 13; HT1080NT lethal: -1%; SW480 rerep: 0%; KB-3-1 tox: -7%; KB-V1 MDR tox: -20%; D3 ag: 2; MCF10A rereplic: 1%; HT1080 IDH1KD tx: 0%; HEK293 tox: 8%

The results go on.
entry | SMILES | IL-1B inflam inh | HT1080NT lethal | SW480 rerep | KB-3-1 tox | KB-V1 MDR tox
25 | Cc1ccc(Cl)cc1N1CCN(C(=O)COc2cc(=O)n(C)c3ccccc23)CC1 | . | . | . | -11% | 7%
26 | CCOC(=O)c1cnc(-c2ccc(C(F)(F)F)cn2)[nH]c1=O | 2 | 5% | -3% | 0% | ?
27 | Cc1ccc2cc(CN(CC3CCCO3)C(=O)Nc3ccccc3F)c3nnnn3c2c1 (stereo unspecified) | 6 | 13% | 1% | 0% | ?
28 | CC(C)NC(=O)N(C)C[C@H]1OCc2cnnn2CCCC(=O)N([C@H](C)CO)C[C@@H]1C | 1 | 0% | . | 0% | 2%
29 | CCN1CCN(C(=O)C2CCN(S(=O)(=O)c3ccc(Br)cc3)CC2)CC1 | -5 | -1% | -1% | 20% | -17%
30 | COc1cccc(-n2c(N)cc(=O)nc2SCC(=O)Nc2cc(C)on2)c1 | 2 | 13% | -2% | . | .
31 | O=C1CCC(=O)N1OCCOc1ccc(Cl)c2ccccc12 | 29 | 0% | -22% | 8% | 0%
32 | O=C(O)c1ccc(Cl)c(S(=O)(=O)N(Cc2ccccc2)c2ccccc2)c1 | 47 | -25% | 1% | -2% | 3%
33 | CC(NC(=O)NC1CCCCC1)C(c1cccs1)N1CCN(c2ccccc2)CC1 (stereo unspecified) | ? | -27% | -1% | 0% | 6%
34 | Cc1ccc(C(=O)NNC(=O)c2ccc(S(=O)(=O)N(C)c3ccccc3)cc2)cc1 | 14 | 1% | -1% | 9% | 5%
35 | CCN(C(=O)CN1CCOCC1)C1(C)C(=O)c2ccccc2C1=O | 0 | 10% | -1% | -1% | 1%
36 | O=C(N/N=C/c1sc(N2CCCCC2)nc1-c1cccs1)c1cccnc1 | 99 | ? | ? | ? | 4%

entry | D3 ag | MCF10A rereplic | HT1080 IDH1KD tx | HEK293 tox
25 | 3 | . | . | 0%
26 | -12 | 0% | 7% | 17%
27 | -4 | -11% | 14% | 0%
28 | 2 | . | 0% | -28%
29 | -4 | ? | -2% | 9%
30 | -5 | -4% | 13% | -5%
31 | 2 | -1% | 9% | -3%
32 | 10 | 9% | -4% | -16%
33 | -8 | 4% | -10% | -5%
34 | -6 | 6% | 1% | 10%
35 | 7 | 0% | 2% | 24%
36 | -23 | 0.46µM* | ? | -15%

(listing goes on)
entry | SMILES | IL-1B inflam inh | HT1080NT lethal | SW480 rerep | KB-3-1 tox | KB-V1 MDR tox
37 | Cc1cc(C)c(C)c(S(=O)(=O)NCC(=O)Nc2ccccc2F)c1C | -11 | 7% | . | -3% | ?
38 | COc1ccc(N2C(=O)N3[C@H](c4cccc(C)c4)[C@@H]4C(=O)N(Cc5ccccc5)C(=O)[C@@H]4[C@]3(Cc3ccccc3)C2=O)cc1 | 3 | 6% | -7% | 0% | 21%
39 | CCc1cccc(CC)c1-n1c(SCC(=O)N2CCc3ccccc32)nc(O)cc1=O | 43 | ? | -1% | 9% | 7%
40 | CC(=O)NC(c1cccc(F)c1)c1nc(-c2ccccc2C)cs1 (stereo unspecified) | 8 | 7% | . | -27% | ?
41 | FC(F)(F)c1cccc(-c2nc(-c3ccncc3)no2)c1 | 24 | 14% | -1% | 8% | 29%
42 | NC(Cc1ccc(Cl)cc1)c1csc(Nc2ccc(S(N)(=O)=O)cc2)n1 (stereo unspecified) | ? | ? | . | 0% | 1%
43 | Cc1ccc(-c2cn3c(n2)SCC3)cc1 | -9 | 8% | -5% | -17% | -19%

entry | D3 ag | MCF10A rereplic | HT1080 IDH1KD tx | HEK293 tox
37 | 7 | . | -1% | 3%
38 | 31* | ? | 9% | 2%
39 | 2 | ? | ? | -10%
40 | 5 | . | 0% | -3%
41 | 4 | -4% | 18% | -2%
42 | 2 | . | ? | -13%
43 | 0 | -2% | 17% | -6%
